Source: PubChem
aDG glyco up – alpha-DG glycosylation activation; activation, % at 10 µM; AID 624168; 0.22% of 360,000 active; Pro5-aDG cells, alpha-DG glycosylation AlphaScreen (IIH6); 0% Pro5, 100% B10-LARGE cell signal;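 active = activation of at least 8% versus controls, or a plate z-score of at least 8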;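 also: Pro5 are CHO cells carrying HIG-tagged alpha-DG that lacks glycosylation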
PDI turbidity – inhibitors of human protein disulfide isomerase. P07237. PDI insulin aggregation turbidity, A650, 90 min. inhibition, % at 10 µM. 0.052% of 350,000 active;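 active = mean inhibition across replicates of 30% or more, whatever share of single replicates reach that level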;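 also: absorbance from insulin aggregation driven by PDI reduction with DTT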
Target sequence (P07237 whole entry, looked up): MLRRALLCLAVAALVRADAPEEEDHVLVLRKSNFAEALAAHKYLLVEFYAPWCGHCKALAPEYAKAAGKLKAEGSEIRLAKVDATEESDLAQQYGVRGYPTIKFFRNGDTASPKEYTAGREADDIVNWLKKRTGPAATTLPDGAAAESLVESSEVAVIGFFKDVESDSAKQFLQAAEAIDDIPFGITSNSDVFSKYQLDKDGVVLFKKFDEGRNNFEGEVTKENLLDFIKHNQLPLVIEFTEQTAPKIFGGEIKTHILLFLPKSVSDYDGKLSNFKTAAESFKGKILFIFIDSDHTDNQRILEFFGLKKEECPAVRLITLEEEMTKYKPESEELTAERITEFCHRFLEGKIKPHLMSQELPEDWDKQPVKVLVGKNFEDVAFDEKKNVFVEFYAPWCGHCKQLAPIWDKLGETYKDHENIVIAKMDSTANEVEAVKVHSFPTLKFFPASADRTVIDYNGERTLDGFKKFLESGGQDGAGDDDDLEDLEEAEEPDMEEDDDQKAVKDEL
Glyco luc inh – blocks N-linked glycosylation in D54 reporter cells | reporter increase, % at 12.5 µM | D54 ERlucT glycosylation luciferase reporter, 24 h; percent of 100 nM tunicamycin response | 0.23% of 360,000 active | AID 588692;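 active = mean luciferase reporter signal, scaled so untreated is 0 and the glycosylation-blocking control 100, at or above a set limit in every replicate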;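 also: luciferase carries N-glycosylation sites so blocking glycosylation raises the light; 0% = median of neutral control wells and 100% = median of 100 nM tunicamycin wells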
m5-HT2A agonist – mouse HTR2A agonism via beta-arrestin recruitment | 0.66% of 360,000 active | P35363 | CHO-K1 mHTR2A beta-arrestin complementation, luminescence; percent of 30 µM serotonin response | activation, % at 7.6 µM | AID 624169;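 active = activation above a run cutoff, the mean activation of all tested compounds plus 3 SD, cut at about 14% in these data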;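 also: 0% = plate median of compound wells and 100% = 30 µM serotonin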
Target sequence (P35363 whole entry, looked up): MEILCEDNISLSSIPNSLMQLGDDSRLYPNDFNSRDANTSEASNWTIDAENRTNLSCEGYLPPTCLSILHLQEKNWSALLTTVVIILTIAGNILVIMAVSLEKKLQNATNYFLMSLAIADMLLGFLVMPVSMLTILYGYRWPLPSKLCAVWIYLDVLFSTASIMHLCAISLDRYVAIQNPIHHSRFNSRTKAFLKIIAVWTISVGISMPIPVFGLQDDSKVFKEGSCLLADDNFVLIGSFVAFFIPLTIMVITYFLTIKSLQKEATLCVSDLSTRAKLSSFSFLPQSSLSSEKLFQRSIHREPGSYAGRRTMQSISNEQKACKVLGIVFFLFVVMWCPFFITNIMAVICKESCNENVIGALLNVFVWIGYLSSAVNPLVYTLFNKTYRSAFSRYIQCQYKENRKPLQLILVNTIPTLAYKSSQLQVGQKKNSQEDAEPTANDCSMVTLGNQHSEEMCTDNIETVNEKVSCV
CaV13 FRET inh – Primary screen for inhibitors of IQ motif and Ca2+-dependent inactivation inhibitor domain binding in CACNA1D, Förster resonance energy transfer in living cells, …. HEK cells, CFP/YFP FRET ICDI-IQ, plate reader, 10 min; percent FRET-ratio fall versus neutral wells. inhibition, % at 12.3 µM. 0.098% of 340,000 active;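 active = mean replicate inhibition of at least 30% and at least 1% of replicates passing that level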;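 also: 0% = median of the neutral control wells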
Cardio protect – modulators protecting cardiomyocytes from myocardial damage. 0.63% of 360,000 active. H9c2 cardiomyocytes, H2O2 injury protection, ATPLite, 2 h. protection from H2O2 cell death, % at 20 µM;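 active = compounds giving at least 50% protection of heart cells from peroxide-induced death in the single-dose screen, raw or plate-pattern-corrected value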;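 also: 0% = DMSO wells with peroxide and 100% = DMSO wells without peroxide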
ABCB6 inh 2 – inhibitors of human ABC transporter ABCB6; Q9NP58; K562-ABCB6 porphyrin accumulation, flow cytometry, 1 h; active compounds read low; fluorescence ratio to DMSO, % at 10 µM; 0.19% of 360,000 active; AID 602162;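 active = fluorescence ratio to DMSO below 75%, the collection mean minus 3 SD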;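 also: signal is porphyrin accumulated inside mitochondria; 100% equals median channel fluorescence of DMSO control wells; lower ratio means ABCB6 inhibition with less porphyrin fluorescence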
Vif inh – HIV Vif inhibition; HEK293T cells, Vif self-association by quenched fluorescence, imaging, 24 h; inhibition, % at 7.49 µM; 0.35% of 340,000 active; AID 602346; in the data active = inhibition above about 50%, passing the limit was not always enough; also: some results filed as inactive read as strong as hits
MC4R barr agon – human MC4R agonism via beta-arrestin; AID 540308; U2OS MC4R beta-arrestin complementation, luminescence; percent of melanotan II response, DMSO zero; activation, % at 8.9 µM; P32245; 0.98% of 360,000 active;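 active = activation above a per-plate cutoff, the mean activation of sample wells on that plate plus 3 SD, cut at about 8% in these data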
MC4R antag cAMP – human MC4R antagonism in cAMP assay; MC4R-expressing cells, MTII-stimulated cAMP, LANCE TR-FRET; 0.48% of 360,000 active; inhibition, % at 6.5 µM; P32245;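 active = inhibition above its plate's cutoff, the mean of tested wells on that plate plus 3 SD, cut at about 29% in these data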;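 also: 0% = Melanotan II alone and 100% = Melanotan II plus saturating MCL0020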
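Material – human MC4R-expressing U2OS cells · Repeats – no replicates · Detection – TR-FRET with Eu-cAMP and labeled anti-cAMP, 671 nm · Times – compound 30 min, challenge 1 h, detection 1 h · Compound – single nominal compound dose of 6.5 µM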
* marks the source's active call; other numbers are inactive results; . = no result given.

The line under a structure holds: aDG glyco up	PDI turbidity	Glyco luc inh	m5-HT2A agonist	CaV13 FRET inh	Cardio protect	ABCB6 inh 2	Vif inh	MC4R barr agon	MC4R antag cAMP
Cc1c(C(=O)NCc2ccc3c(c2)OCO3)sc(=O)n1Cc1ccc(-c2ccccc2)cc1
  -0.3	10	-6	-6	6	-5	98	-6	1.4	2
C[C@@H]1CN([C@@H](C)CO)C(=O)Cc2cc(NC(=O)Nc3ccc4c(c3)OCO4)ccc2O[C@@H]1CN(C)C(=O)NC1CCCCC1
  -0.1	-5	1	2	-5	9	99	10	-0.9	2
COc1ccccc1CNC(=O)COC(=O)c1cc(C)oc1C
  -0.3	-3	-1	5	7	-4	103	4	0.3	-10
Cc1ccc(C(=O)N(Cc2ccccc2)C(C)(C)C)cc1C
  0.4	-2	-3	-10	-4	2	102	1	0.3	13
O=C(CCSc1ccc(F)cc1)NNC(=O)c1ccc([N+](=O)[O-])cc1
  -0.3	-33	-1	-2	-2	2	89	-4	-3.9	6
O=C(c1cc2ccccc2o1)N1CCN(c2ccccc2Cl)CC1
  -0.1	3	1	7	-3	-4	114	-1	1.0	-1
O=C(NC1CC(=O)N(c2ccccc2)C1)N1CCN(C(=O)c2ccco2)CC1 (stereo unspecified)
  -0.1	-9	2	1	-6	0	101	10	1.2	11
COc1ccccc1N1CCN(CC(=O)Nc2ccccc2C(=O)NC(C)c2ccccc2)CC1 (stereo unspecified)
  -0.5	0	-4	0	-2	13	96	0	-0.6	20
Cc1ccc(S(=O)(=O)N2C[C@H]3C(=O)C[C@@H](c4ccccc4F)N(S(=O)(=O)c4ccc(C)cc4)[C@H]3C[C@H]2c2cccc3ccccc23)cc1
  -0.4	0	-6	-3	-5	-2	92	-5	-0.9	3
NC(=O)c1ccc(NC(=O)c2ccc(CN3CCOCC3)cc2)cc1
  -0.1	11	1	-2	-3	4	98	7	-0.8	-3
O=C(CNC(=O)c1cccs1)N=Nc1c(O)[nH]c2ccc([N+](=O)[O-])cc12
  -0.2	-9	6	-3	-7	5	104	-3	-3.3	-7
O=C1N=c2ccccc2=C1c1sc(Nc2ccc(O)cc2)nc1O
  -0.1	21	1	-6	-5	-1	95	-3	-1.9	13
Cc1ccc(CN(C)CCc2ccccn2)cc1
  -0.1	2	0	-1	-10	4	101	.	-0.1	1
O=C(/C=C\c1ccco1)Nc1ccc(N2CCN(C(=O)c3ccccc3)CC2)cc1
  1.8	-1	-1	-3	-15	6	95	1	-1.1	6
CCOC(=O)c1cc2c(c(CCO)n1)[C@@H](CCO)N(S(=O)C(C)(C)C)C2 (stereo partly specified)
  -0.1	0	1	-3	-9	13	94	.	-0.5	9
Cc1cc(C(=O)Nc2ccc(N3CCOCC3)cc2)c2ccccc2n1
  -0.2	7	3	4	-5	-6	96	-3	-1.1	-4
CC1(NC(=S)Nc2ccc(NC(=S)NC3(C)CCS(=O)(=O)C3)cc2)CCS(=O)(=O)C1 (stereo unspecified)
  0.0	-1	2	0	-4	1	97	2	-1.9	2
O=C(Nc1cccc([N+](=O)[O-])c1)N(c1ccccc1)c1ccccc1
  0.0	-3	-3	2	-5	3	102	1	1.8	5
CC(C)(C)NC(=O)[C@@H]1CN(Cc2cccnc2)CCN1C[C@@H](O)C[C@@H](Cc1ccccc1)C(=O)N[C@H]1c2ccccc2C[C@H]1O
  0.8	-11	2	11	-5	-7	95	-2	0.5	6
CCc1ccc(C2NC(c3ccc(CC)cc3)C([N+](=O)[O-])C(C)(C)C2[N+](=O)[O-])cc1 (stereo unspecified)
  0.0	-3	-2	2	-5	-5	103	6	-1.2	3
COCCNC(=O)CSc1nnc(-c2ccc(C)cc2)c(-c2ccc(C)cc2)n1
  0.0	1	-3	3	-3	-3	97	-1	-2.2	6
O=C(NCCc1ccccc1)c1ccc2c(c1)N(Cc1ccccc1)C(=O)CS2=O (stereo unspecified)
  0.1	.	-2	-5	-11	0	105	-7	-0.7	3
COc1ccc(C2C(C(=O)N3CCN(c4ccc(OC)cc4)CC3)c3ccccc3C(=O)N2C)cc1 (stereo unspecified)
  0.4	3	1	1	-5	16	94	0	-0.5	11
CCCCn1c(N)c(N(CCOC)C(=O)C2CCCN(C(=O)c3ccc(Cl)cc3)C2)c(=O)[nH]c1=O (stereo unspecified)
  -0.2	-3	2	3	-6	1	98	-12	-2.1	-6
COc1ccc(S(=O)(=O)N2CCC3(CC2)CC(=O)c2ccccc2O3)cc1OC
  -0.2	-1	-1	9	-2	14	79	-9	-0.2	-5
O=C(N/N=C/c1ccc(O)cc1)c1cc(-c2ccccc2)nc2ccccc12
  -0.2	-7	-6	-9	-13	11	93	0	-0.6	-2
COc1ccc2c(c1OC)C(=O)OC2Nc1ccc(S(=O)(=O)N=C(N)N)cc1 (stereo unspecified)
  0.0	0	2	4	-15	3	97	1	1.5	6
CCOC(=O)C1CCN(C(=O)c2ccc3c(c2)OCCO3)CC1
  0.0	-3	2	6	-3	3	100	5	-2.0	0
Cc1ccc(Cn2ccc(NC(=O)c3noc4c3CCCC4)n2)cc1
  0.1	-2	1	3	-8	-6	92	-2	0.8	22
N#CC1(Cc2ccc(Cl)cc2)c2ccccc2C=CN1C(=O)c1ccccc1 (stereo unspecified)
  0.0	1	-5	-6	-5	-15	101	16	-1.1	4
CCCCNc1nnc(SCC(=O)c2c(N)n(C3CC3)c(=O)[nH]c2=O)s1
  0.3	-2	0	-7	-6	1	100	1	-1.9	11
O=[N+]([O-])c1cccc(S(=O)(=O)N2CCN(c3ccccn3)CC2)c1
  -0.1	-2	-1	5	-3	14	104	2	0.6	-5
COC(=O)c1c(NC(=O)Nc2ccc(Cl)cc2)sc(C)c1C
  -0.1	-3	2	3	.	1	86	5	10*	0
COC(=O)c1ccc2c(c1)c(-c1ccccc1)c(-c1ccccc1)n2C
  0.0	-3	-1	-2	-6	-15	108	-2	-0.5	20
Cc1cc(C)cc(-c2nnc(SCC(=O)c3c(N)n(C4CC4)c(=O)[nH]c3=O)o2)c1
  -0.3	-5	0	-3	-6	-7	101	1	-4.0	2
CC(=O)N(C)Cc1ccc(C(=O)CSc2nnc(C3CC3)n2C2CC2)cc1
  0.3	-5	1	0	-2	4	107	8	2.9	1
CCC(NC(=O)c1cccc(Cn2nc(C)c([N+](=O)[O-])c2C)c1)c1ccc(C(C)C)cc1 (stereo unspecified)
  0.9	-6	-5	-4	-10	-1	103	-7	0.3	8
COc1ccc(OC)c(S(=O)(=O)Nc2cc3c4c(c2)C(C)C(=O)N4CCC3)c1 (stereo unspecified)
  0.1	-5	2	-2	-6	0	98	6	-1.0	5
COc1ccc2[nH]cc(CCNC(=O)C3CCCCC3)c2c1
  0.1	-4	-1	15*	-2	-1	96	2	0.1	1
O=C(COc1ccccc1Cl)Nc1cc(NC(=O)COc2ccccc2Cl)cc(C(=O)O)c1
  -0.1	-5	2	3	-22	11	99	-3	0.1	-2
Cc1[nH]ncc1Nc1c(C(C)C)cccc1C(C)C
  -0.2	.	-1	2	-6	2	101	8	.	.
COC(=O)N(C)C[C@@H]1OCc2cnnn2CCCC(=O)N([C@@H](C)CO)C[C@@H]1C
  1.1	-8	1	0	-3	9	97	-20	-0.5	13
CCC(c1nnnn1-c1ccc2c(c1)OCCO2)N1CCN(Cc2c(F)cccc2Cl)CC1 (stereo unspecified)
  -0.1	.	.	-6	-5	.	92	.	.	.
COc1ccccc1NC(=O)c1cc(C(=O)O)ccc1C(=O)O
  0.1	0	3	-4	-4	3	104	-2	-0.9	4
COC(=O)c1ccc(Cn2cc([N+](=O)[O-])cn2)cc1
  0.0	6	-1	0	8	-2	101	1	-0.2	10
CC(C)NC(=O)N(C)C[C@H]1Oc2c(cccc2N(C)C)C(=O)N([C@H](C)CO)C[C@@H]1C
  -0.1	-4	3	3	-10	8	101	5	4.2	9
COC(=O)C1CCN(C(=O)COc2cc3sc(C)nc3c3sccc23)CC1
  0.0	-1	0	-2	-5	42	98	.	-0.4	-2
Cc1cc(NC(=O)CSc2nc3ccccc3[nH]2)no1
  0.2	-2	1	4	-5	-2	95	6	-2.0	-2
CCOC(=O)/C(=C/c1ccc(OC(=O)c2ccccc2)cc1)C(C)=O
  -0.3	0	9	1	-5	0	107	2	1.2	16
COc1ccc(-n2cnc3cc(C(=O)N4CCOCC4)ccc32)cc1
  -0.2	3	-2	-3	-12	-4	99	-9	-1.7	8
O=C(c1cccc(OC(F)F)c1)N1CCN(c2ncccn2)CC1
  0.0	6	0	6	.	-6	97	12	0.0	-2
COc1cccc(CN2CCNC(=O)C2CC(=O)N(C)C2CCOCC2)c1 (stereo unspecified)
  -0.1	-18	-1	1	-5	0	99	-4	-1.4	-3
c1ccc(-c2nnc3n2-c2ccccc2SC3)cc1
  -0.1	-43	0	2	6	-3	93	15	-1.1	-4
O=C(Nc1nc2cc3c(cc2s1)OCO3)c1ccco1
  -0.1	-6	-18	-3	-5	-14	93	0	-2.2	-3
CCOc1ccc(-c2nc(CSCC(=O)NC3CCN(Cc4ccccc4)CC3)c(C)o2)cc1
  5.3	-1	-1	1	-11	-25	96	.	0.5	4
Cc1ccc(S(=O)(=O)N2CC3CCC2C3)cc1 (stereo unspecified)
  -0.1	4	-1	-2	.	10	102	0	-1.5	14
COc1ccccc1C1CC(c2cccs2)=NN1C(=O)CCC(=O)O (stereo unspecified)
  0.0	2	4	10	-1	5	102	-2	-1.6	7
O=C(CC1C(=O)NCCN1Cc1c(F)cccc1Cl)NCCC1=CCCCC1 (stereo unspecified)
  0.0	-8	0	2	-6	0	94	0	3.7	-7
CC(c1nc2ccccc2c(=O)[nH]1)N1CCN(S(=O)(=O)c2ccc(F)c(Cl)c2)CC1 (stereo unspecified)
  0.0	-4	1	0	-6	24	93	-7	-2.1	10
C=CCn1c(SCC(=O)NC2CCCCC2)nnc1-c1cccnc1
  -0.1	-8	0	3	-5	-3	100	-6	-0.2	5

Single records (already shown). Screens in order: aDG glyco up | PDI turbidity | Glyco luc inh | m5-HT2A agonist | CaV13 FRET inh | Cardio protect | ABCB6 inh 2 | Vif inh | MC4R barr agon | MC4R antag cAMP
Cc1cc(NC(=O)CSc2nc3ccccc3[nH]2)no1 is entered as 0.2 | -2 | 1 | 4 | -5 | -2 | 95 | 6 | -2.0 | -2
CCOc1ccc(-c2nc(CSCC(=O)NC3CCN(Cc4ccccc4)CC3)c(C)o2)cc1 is entered as 5.3 | -1 | -1 | 1 | -11 | -25 | 96 | . | 0.5 | 4
CCOC(=O)/C(=C/c1ccc(OC(=O)c2ccccc2)cc1)C(C)=O is entered as -0.3 | 0 | 9 | 1 | -5 | 0 | 107 | 2 | 1.2 | 16
